# FXIIa mix inh: human factor XIIa inhibitors, primary screen, biochemical, pooled compound mixtures, fluorogenic substrate; purified FXIIa; Coagulation factor XII (Homo sapiens), P00748; 62,000 compounds, 0.2% hits; inhibition, % at 5 µM;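 also: 0% = enzyme without compound and 100% = no enzyme blank; some results filed as inactive read as strong as hits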
# CatL inh: inhibitors of human cathepsin L, biochemical | Procathepsin L (Homo sapiens), P07711 | purified cathepsin L, fluorogenic substrate, fluorescence | inhibition, %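 (tested at 10 µM)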 | 58,000 compounds, 0.17% hits; in the data active = inhibition above about 45%;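 also: 0% = enzyme with no compound and 100% = no enzyme blank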
# FXIa inh mix: FXIa protease inhibitors in compound pools, primary screen, biochemical, 10-compound mixtures; Coagulation factor XI (Homo sapiens), P03951; inhibition, % at 5 µM; 62,000 compounds, 0.19% hits; AID 680, 2007; purified FXIa, fluorogenic substrate, pooled mixtures;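 also: each value is inhibition by a whole ten-compound pool holding the compound; 0% = enzyme with no mixture and 100% = wells lacking enzyme; strong numbers were not always called active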
# CatB mixtures: cathepsin B inhibitors from pooled compounds, primary screen, biochemical, compound mixtures, AMC fluorescence. P07858. Purified cathepsin B, AMC dipeptide fluorescence. inhibition, %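 (ten-compound pools at 5 µM per compound and 50 µM total)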. 62,000 compounds, 0.06% hits. AID 488, 2006; in the data active = inhibition above about 22%, passing the limit was not always enough;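 also: 0% = enzyme without compound and 100% = no enzyme blank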
# CatS inh: inhibitors of human cathepsin S, biochemical, compound mixtures | 62,000 compounds, 0.06% hits | AID 501, 2006 | recombinant cathepsin S, AMC dipeptide fluorescence, pooled mixtures | inhibition, %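 (tested at 5 µM per compound within 10-compound mixtures)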 | P25774; in the data active = inhibition above about 32%, passing the limit was not always enough;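 also: 0% = enzyme without compound and 100% = blank without enzyme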
# C1s inh: complement C1s protease inhibitors, primary screen, biochemical, 10-compound mixtures | purified C1s, fluorogenic AMC substrate, pooled mixtures | mean inhibition % of two 10-compound mixtures (hits give high values), % at 5 µM (by protocol) | 62,000 compounds, 0.16% hits | AID 538, 2006;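 active = inhibition above 20% in each of the two 10-compound mixture wells holding the compound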;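 also: 0% = enzyme wells lacking compound mixture and 100% = no-enzyme blank wells; some compounds called inactive have numbers as strong as hits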
# Target sequence (P09871 16-437 limits assumed): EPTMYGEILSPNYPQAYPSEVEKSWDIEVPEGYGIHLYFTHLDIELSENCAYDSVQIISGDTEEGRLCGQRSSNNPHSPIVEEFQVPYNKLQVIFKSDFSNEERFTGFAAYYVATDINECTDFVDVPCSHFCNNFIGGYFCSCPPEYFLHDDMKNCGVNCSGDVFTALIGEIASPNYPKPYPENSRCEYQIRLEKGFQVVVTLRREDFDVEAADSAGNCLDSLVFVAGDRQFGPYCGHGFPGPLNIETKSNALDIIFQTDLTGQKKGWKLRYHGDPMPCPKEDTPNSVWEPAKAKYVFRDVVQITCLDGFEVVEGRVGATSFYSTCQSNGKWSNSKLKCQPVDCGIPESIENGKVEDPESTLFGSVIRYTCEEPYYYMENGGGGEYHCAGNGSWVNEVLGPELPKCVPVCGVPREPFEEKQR
# Target sequence (P09871 438-688 limits assumed): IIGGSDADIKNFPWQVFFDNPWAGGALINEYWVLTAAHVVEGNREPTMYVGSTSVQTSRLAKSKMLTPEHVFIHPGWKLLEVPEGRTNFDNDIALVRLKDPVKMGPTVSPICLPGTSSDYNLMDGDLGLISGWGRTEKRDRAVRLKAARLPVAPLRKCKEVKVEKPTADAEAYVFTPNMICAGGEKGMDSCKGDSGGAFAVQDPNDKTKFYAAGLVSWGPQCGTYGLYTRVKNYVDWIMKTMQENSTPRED
# Cathepsin G inh: human cathepsin G inhibitors, primary screen, biochemical, pooled compound mixtures, AMC fluorescence; AID 581, 2007; inhibition, % at 5 µM (by protocol); 62,000 compounds, 0.2% hits; P08311; purified enzyme, AMC-tetrapeptide fluorescence;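 active = inhibition above 20% in each of the two mixture wells holding the compound; inactive = inhibition of 20% or less in either well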;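 also: 0% = enzyme control without mixture and 100% = blank lacking enzyme; strong numbers were not always called active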
# Target sequence (P08311 21-244 limits assumed): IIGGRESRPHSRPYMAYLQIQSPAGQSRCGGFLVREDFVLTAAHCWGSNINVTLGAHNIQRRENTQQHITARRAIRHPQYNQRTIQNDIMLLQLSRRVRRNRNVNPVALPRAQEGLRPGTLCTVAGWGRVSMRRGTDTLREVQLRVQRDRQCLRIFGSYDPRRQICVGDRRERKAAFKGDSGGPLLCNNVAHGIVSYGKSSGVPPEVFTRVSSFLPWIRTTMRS
# CatB block: human cathepsin B inhibitors, primary screen, biochemical, fluorogenic substrate. P07858. purified cathepsin B, fluorescence. inhibition, %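 (tested at 10 µM)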. 63,000 compounds, 0.1% hits. AID 453, 2006; in the data active = inhibition above about 21%;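 also: 0% = enzyme with no compound and 100% = no enzyme blank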
# AP complement: alternative complement pathway inhibitors, primary screen, biochemical, ELISA, human serum, orthogonally pooled compounds; LPS-coated ELISA, C3 deposition; tested in compound mixtures; 62,000 compounds, 0.08% hits; inhibition, % at 5 µM;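 active = inhibition above 30% in each of the two pooled mixtures holding the compound, so the lower value exceeds 30%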;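 also: 0% = serum in Mg-EGTA without compound and 100% = EDTA serum blank; some compounds past the cut are filed as inactive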
#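 Test system: human serum alternative complement pathway, C3 deposition on LPS-coated wells; also added: Plate-bound LPS; doses: 5 µM per compound in ten-compound mixtures; schedule: 1 h at 37 °C; detection: Anti-C3 ELISA, OD 450 nm; evaluation: percent inhibition of C3 deposition onto LPS; repeats: two pool placements per compound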
# * hit, by the source's call; nt = not tested or not shown. Rule as the data show it, unless noted: active = inhibition above about 20% (passing the limit was not always enough); inactive = the rest. Only part of the results is shown, so the mix of outcomes need not match the whole.
# A first look (2 entries):
# Results follow in this order: FXIIa mix inh	CatL inh	FXIa inh mix	CatB mixtures	CatS inh	C1s inh	Cathepsin G inh	CatB block	AP complement
- CN(C)S(=O)(=O)c1ccc(C(=O)Nc2ccc(OCC(=O)N3CCOCC3)cc2)cc1
    7	17	9	7	8	38	2	-1	-8
- CC1=C(C(=O)N(C)C)C(c2ccc(Cl)c(Cl)c2)NC(=O)N1 (centres undefined)
    0	27	6	1	-2	15	13	6	2

# All compounds of this part, repeating the preview:
# Results follow in this order: FXIIa mix inh	CatL inh	FXIa inh mix	CatB mixtures	CatS inh	C1s inh	Cathepsin G inh	CatB block	AP complement
- CN(C)S(=O)(=O)c1ccc(C(=O)Nc2ccc(OCC(=O)N3CCOCC3)cc2)cc1
    7	17	9	7	8	38	2	-1	-8
- CC1=C(C(=O)N(C)C)C(c2ccc(Cl)c(Cl)c2)NC(=O)N1 (centres undefined)
    0	27	6	1	-2	15	13	6	2
- c1ccc(N2CCN(c3nnc(Cc4cccnc4)c4ccccc34)CC2)nc1
    -21	nt	3	2	-3	-17	-12	5	7
- O=C(CCN1CCC(c2ccccc2)C1)c1cccs1 (centres undefined)
    2	17	9	5	-4	11	12	5	-10
- Cc1nnc(Sc2nc3c(c(=O)[nH]c(=O)n3C)n2CCCc2ccccc2)s1
    3	4	12	-4	-2	-57	-5	2	5
- Cc1nc(NC(=O)c2cccnc2)ccc1Br
    7	nt	6	2	-5	19	7	3	19
- CCOC(=O)c1c(Nc2nc(C)c(C(=O)NC)s2)sc(C)c1C
    2	nt	2	-7	1	-8	3	2	13
- Cc1cc(C(=O)CSc2nnnn2-c2ccccc2)c(C)n1CC1CCCO1 (centres undefined)
    -3	33	0	1	27	-17	-7	2	-27
- CCN(CCNC(=O)C1CCN(Cc2nc(-c3ccc(Cl)cc3)oc2C)CC1)c1ccccc1
    4	18	4	4	10	10	9	0	12
- COc1ccc(C)cc1NC(=O)c1cc2ccccc2o1
    1	6	4	1	9	-17	-4	7	-30
- O/N=C/CCn1c(=S)sc2ccccc21
    4	3	8	-2	11	4	4	1	-1
- O=C(c1cccn2c(=O)c3cc(Cl)ccc3nc12)N1CCOCC1
    -2	-17	-26	-7	-13	-110	-21	0	8
- CCOc1ccc2ccccc2c1/C=N/n1cncn1
    7	5	2	8	1	1	-26	4	21
- CC(C)Oc1ccc2nnnn2n1
    0	nt	7	3	5	7	13	9	-4
- O=C1c2oc3ccc(Br)cc3c(=O)c2C(c2cccc(F)c2)N1CCO (centres undefined)
    13	2	-6	-6	-2	-59	0	0	13

# Part of the list above in order of length of the SMILES, highest first.
# Results follow in this order: FXIIa mix inh	CatL inh	FXIa inh mix	CatB mixtures	CatS inh	C1s inh	Cathepsin G inh	CatB block	AP complement
- CN(C)S(=O)(=O)c1ccc(C(=O)Nc2ccc(OCC(=O)N3CCOCC3)cc2)cc1
    7	17	9	7	8	38	2	-1	-8
- Cc1nnc(Sc2nc3c(c(=O)[nH]c(=O)n3C)n2CCCc2ccccc2)s1
    3	4	12	-4	-2	-57	-5	2	5
- O=C1c2oc3ccc(Br)cc3c(=O)c2C(c2cccc(F)c2)N1CCO (centres undefined)
    13	2	-6	-6	-2	-59	0	0	13
- Cc1cc(C(=O)CSc2nnnn2-c2ccccc2)c(C)n1CC1CCCO1 (centres undefined)
    -3	33	0	1	27	-17	-7	2	-27
- O=C(c1cccn2c(=O)c3cc(Cl)ccc3nc12)N1CCOCC1
    -2	-17	-26	-7	-13	-110	-21	0	8
- COc1ccc(C)cc1NC(=O)c1cc2ccccc2o1
    1	6	4	1	9	-17	-4	7	-30
- O=C(CCN1CCC(c2ccccc2)C1)c1cccs1 (centres undefined)
    2	17	9	5	-4	11	12	5	-10
- CCOc1ccc2ccccc2c1/C=N/n1cncn1
    7	5	2	8	1	1	-26	4	21
- Cc1nc(NC(=O)c2cccnc2)ccc1Br
    7	nt	6	2	-5	19	7	3	19
- O/N=C/CCn1c(=S)sc2ccccc21
    4	3	8	-2	11	4	4	1	-1
- CC(C)Oc1ccc2nnnn2n1
    0	nt	7	3	5	7	13	9	-4

# Further structures:
# Results follow in this order: FXIIa mix inh	CatL inh	FXIa inh mix	CatB mixtures	CatS inh	C1s inh	Cathepsin G inh	CatB block	AP complement
- CC(=O)c1cc(C#N)c(SCCC(C)C)nc1C
    3	-1	5	-1	-2	-27	-1	3	13
- C=CCNc1nc2c(c(=O)n(C)c(=O)n2C)n1CC(=C)C
    -2	6	3	6	10	-31	-3	7	9
- COc1ccc(NC(=O)CC2SC(=Nc3ccccc3)NC2=O)c(OC)c1 (centres undefined)
    18	9	6	-4	10	3	2	-5	2
- CCn1c(SCC(=O)N2CCCC2)nc2ccccc2c1=O
    16	-2	5	2	4	14	9	4	13
- O=C(CSc1nnc2sc3ccccc3n12)NCc1ccco1
    7	-4	8	10	-7	-6	-2	-7	23
- COc1ccc(CCNC(=O)CSc2nc(C)nc3c2c(=O)n(C)c(=O)n3C)cc1OC
    -14	nt	-1	0	-2	6	2	2	7
- CC1CCCCC1NC(=O)Cn1cnc2ccccc2c1=O (centres undefined)
    -16	20	0	0	16	-1	-2	4	-6
- Cc1cccn2cc(CNC(=O)CC3CCCC3)nc12
    2	-3	7	1	9	-8	3	-1	10
- CCN1CCN(C(c2cccs2)C(C)NC(=O)c2cccc(OC)c2)CC1 (centres undefined)
    19	nt	7	4	-2	10	9	2	11
- Cc1ccc2cc(C)c(SCC#N)nc2c1
    17	-3	8	0	-3	2	7	-1	5
- O=C(c1ccccc1)n1nc(-c2ccccc2)nc1NCc1ccco1
    -9	nt	6	5	5	23	16	4	16
- [N-]=[N+]=CC(=O)C(Cc1ccccc1)N1C(=O)c2ccccc2C1=O (centres undefined)
    4	-7	8	11	-8	18	9	7	14
- Cc1cc(C)n2nc(S(=O)(=O)NC3CCCCC3)nc2n1
    -17	8	2	-1	20	-5	1	1	19
- CC(C)CCN1CC(C(=O)NCCC2=CCCCC2)CC1=O (centres undefined)
    9	-1	11	-2	1	-18	2	2	10
- Cc1c(C(=O)N2CC(C)OC(C)C2)sc2nc(-c3ccccc3)cn12 (centres undefined)
    0	23	-27	-17	-21	-235	-20	1	11

# Results follow in this order: FXIIa mix inh	CatL inh	FXIa inh mix	CatB mixtures	CatS inh	C1s inh	Cathepsin G inh	CatB block	AP complement
- C=CCn1c(SCc2nc3ccccc3nc2C)nnc1-c1ccoc1C
    0	17	9	3	9	-8	8	9	-4
- CCOc1ccc(N2CCCCn3c2nc2c3c(=O)[nH]c(=O)n2C)cc1
    -18	37	-9	-3	5	-23	3	4	-7
- O=C(CCc1nc(-c2ccccc2F)no1)NC1CCCCCC1
    -3	18	-11	-1	2	-8	-1	0	2
- CCN(CC)C(=O)C1CCCN(Cc2ccc(F)c(F)c2)C1 (centres undefined)
    0	3	1	0	0	-13	-6	0	-10
- CCn1c(SCC(=O)Nc2ccc3c(c2)OCCO3)nc2c(c1=O)SC(C)C2 (centres undefined)
    11	29	-2	3	17	0	-5	7	-6
- CC1CCCCC1NS(=O)(=O)c1ccc(-n2cnnn2)cc1 (centres undefined)
    1	-10	4	1	-4	-7	-2	3	11
- O=C(NCCCn1ccnc1)Nc1cccc(Cl)c1
    6	3	-2	-4	-5	-14	6	1	13
- Clc1ccc2nc(CN3CCCCC3)cn2c1
    -2	5	7	0	-11	6	6	4	17
- CCOc1cc(-c2c(C)c(CC)nc(N)c2C#N)ccc1O
    5	nt	-7	2	-5	-28	2	2	19
- COc1ccc2[nH]cc(C(=O)CN3CCC(C)CC3)c2c1
    -15	10	-7	-4	-5	-27	4	2	7
- CC1CCN(C(=O)c2ccc3c(c2)OCCO3)CC1
    3	-11	2	-2	-5	0	4	3	18
- Cc1cc(OCC(=O)Nc2ccncc2)ccc1Br
    1	10	6	0	2	7	9	0	13
- Cc1cc(C(=O)OCCO)c(C#N)c(N)n1
    1	-151	-1	-5	-8	-42	-3	-3	7
- CN(C)c1nc(NS(=O)(=O)c2ccc(Cl)cc2)nc(N(C)C)n1
    2	-5	5	-7	-1	-26	5	-1	9
- COc1cccc(C(=O)N2CCCC(c3nc(-c4cccs4)no3)C2)c1 (centres undefined)
    4	35	21	-1	9	-3	1	-3	5

# Results follow in this order: FXIIa mix inh	CatL inh	FXIa inh mix	CatB mixtures	CatS inh	C1s inh	Cathepsin G inh	CatB block	AP complement
- CN(C(=O)c1ccccc1)c1ccc(OCC(=O)NC2CCS(=O)(=O)C2)cc1 (centres undefined)
    7	10	-3	-1	5	-22	18	-2	5
- O=C(Cn1c(C(=O)NCC2CCCO2)cc2sccc21)c1ccccc1 (centres undefined)
    4	9	7	2	-1	11	9	6	6
- COc1ccc(/C=N/n2cc(-c3ccc(OC)cc3)nc2N)cc1
    3	-2	6	6	4	19	12	2	9
- Cc1ccc(-n2nc3ccc(N)cc3n2)cc1
    1	-64	11	1	-8	-13	0	6	18
- Cc1occc1C(=O)NC(C)c1ccc2c(c1)OCO2 (centres undefined)
    7	-4	3	2	1	-2	-1	-2	5
- Cc1ccc(NC(=O)Cn2nnc(C(=O)NCc3cccs3)c2N)cc1
    6	12	2	2	3	16	9	0	6
- Nc1nc(SCc2ccc(Cl)cc2)ns1
    5	-2	6	4	-17	-5	-7	3	13
- O=C(Nc1ccc2c(c1)nc1n2CCOC1)C1CCCCC1
    8	10	-6	3	7	-22	-16	9	-17
- CCc1ncc(C(O)c2cccc(OC)c2OC)n1C (centres undefined)
    -17	8	1	7	12	3	10	2	6
- COCCn1c(SCC(=O)NCCc2ccccc2)nnc1-c1ccco1
    9	0	-2	-4	16	-17	-3	0	21
- CCOC(=O)C1=C(O)C(Nc2nccs2)(C(F)(F)F)N=C1C (centres undefined)
    -1	4	5	-6	0	-15	-3	1	1
- Cc1ccc(CS(=O)(=O)CCC(=O)NCCCN2CCCC2)cc1
    0	6	7	4	0	10	7	5	11
- CCC1C(C#N)=C(SC)NC2=C1C(=O)CC(C)(C)C2 (centres undefined)
    -18	-10	3	5	0	12	11	3	30
- CS(=O)(=O)N(CC(=O)NC1CCCC1)c1ccc2c(c1)OCCO2
    5	4	-2	1	-10	16	1	1	9
- O=C(NCCc1ccccc1)c1ccc(=O)oc1
    5	-15	7	0	-9	-2	0	2	28

# Results follow in this order: FXIIa mix inh	CatL inh	FXIa inh mix	CatB mixtures	CatS inh	C1s inh	Cathepsin G inh	CatB block	AP complement
- C#CCOC(=O)CCCC(=O)Nc1ccccc1OC
    1	7	4	-6	-13	-39	-3	1	7
- CCSc1nnc(-c2ccccc2NC(C)=O)c(=O)[nH]1
    6	15	-8	-4	2	-32	-7	0	-8
- CCOC(=O)N1CCN(C2=CC(=O)OC23CCCCC3)CC1
    -5	-13	7	1	1	4	-4	-5	15
- CC(=O)N1CCN(S(=O)(=O)c2cccc(C(=O)Nc3nc4ccccc4[nH]3)c2)CC1
    -16	-2	5	2	-3	13	13	3	14
- CCC(CC)C(=O)Nc1cccc(C(=O)N2CCCC2)c1
    2	10	-4	3	5	2	-5	0	-5
- CCOC(=O)Cn1c(C)nc2ccccc21
    3	nt	2	0	-9	-2	7	0	9

# High-throughput results as filed in PubChem.
